# High-throughput results (PubChem)
# Pol beta inh: qHTS Assay for Inhibitors of DNA Polymerase Beta; P06746; Pol beta primer extension/strand displacement, fluorescence kinetic; Potency, µM (doses to about 114 µM), for inactives: at the highest dose activity change, negative = inhibition, hits mostly inhibitors; 340,000 tested, 1.3% active; AID 485314, 2010; also: potency is read from the fitted curve at half-maximal effect; % is scaled to controls: 0 for no effect and ±100 for the full control effect
#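 Pol beta (10 nM) and compounds were preincubated 15 min at room temperature, then 50 nM substrate (final) started primer extension/strand displacement. Reads were taken at 0 and 10 min; concentration-response data were fitted to a four-parameter Hill equation.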
# Pol eta inh: qHTS for Inhibitors of Polymerase Eta | DNA polymerase eta (Homo sapiens), Q9Y253 | recombinant Pol eta, fluorescent DNA replication assay | Potency, µM (top dose mostly 114 µM), for the others: top-dose activity change, negative = inhibition, actives largely listed as inhibitors | 390,000 tested, 1.2% active | AID 588591, 2011; also: potency is read from the fitted curve at half-maximal effect; % is scaled to controls: 0 for no effect and ±100 for the full control effect
#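 Pol eta (10 nM) was preincubated with compounds for 15 min at room temperature, after which fluorescent replication substrate (50 nM final) was added to start the reaction. Fluorescence was read kinetically at 0 and 10 min.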
# BLM helicase inh: qHTS Assay for Inhibitors of Bloom's syndrome helicase (BLM); RecQ-like DNA helicase BLM (Homo sapiens), P54132; recombinant BLM DNA unwinding, fluorescence dequenching; Potency, µM (top dose mostly 56.1 µM), without a hit: top-dose activity change, negative = inhibition, actives largely listed as inhibitors; 350,000 tested, 0.2% active; AID 2528, 2010;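 also: potency is read from the fitted curve at half-maximal effect; plate controls were vehicle for no effect and no enzyme for full effect; nearly all actives have a fitted effect of over 35% in size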
# POLI inh: qHTS for Inhibitors of Polymerase Iota; 390,000 tested, 1% active; Potency, µM (highest dose often 115 µM), for inactives: at the highest dose activity, negative = inhibition, actives largely listed as inhibitors; Pol iota fluorescent replication assay, 10 min; also: potency is read from the fitted curve at half-maximal effect
#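 Pol iota at 10 nM preincubated 15 min with compounds at room temperature; reaction started with fluorescent substrate, 50 nM final. Fluorescence read kinetically at 0 and 10 min; buffer-only wells as negative control.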
# Apoferritin bind: qHTS Assay for Identification of Novel General Anesthetics. Ferritin light chain (Equus caballus), P02791. apoferritin/1-aminoanthracene competitive binding, fluorescence. Potency, µM (highest dose often 77.5 µM), for inactives: at the top dose activity change, negative = displacement, usual class: inhibitors. 350,000 tested, 0.074% active; also: potency is read from the fitted curve at half-maximal effect; % is scaled to controls: 0 for no effect and ±100 for the full control effect; nearly all actives have a fitted effect of over 20% in size
# Target sequence (P02791 2-175 limits assumed): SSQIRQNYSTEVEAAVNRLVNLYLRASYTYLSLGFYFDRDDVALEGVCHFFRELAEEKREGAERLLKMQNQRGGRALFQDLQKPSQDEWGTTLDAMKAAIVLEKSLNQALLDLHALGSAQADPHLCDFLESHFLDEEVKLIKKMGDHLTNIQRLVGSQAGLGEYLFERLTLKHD
#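 10 uM apoferritin + 50% sat. 1-AMA, PBS; cpd 10 min RT; Ex380/Em535 endpoint; normalized to free probe vs complex; 4-param Hill fit; propofol titration as pos. ctrl.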
# GRP78 ERSR act: qHTS for Inducers of the Endoplasmic Reticulum Stress Response (ERSR) in Human Glioma: qHTS; U87-MG GRP78 promoter luciferase reporter, 16 h; Potency, µM, for inactives: at the highest dose activation, usual class: activators; 420,000 tested, 0.02% active; AID 602332, 2012; also: potency is read from the fitted curve at half-maximal effect; series mostly up to about 76 µM; % of control where 0% means no effect; nearly all actives have a fitted effect of over 35% in size
#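 Stably transfected U87-MG glioma cells carrying a GRP78-based luciferase sensor; 16 h compound incubation. Luminescence end-point read 10 min after Bright-Glo addition at room temperature.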
# APEX1 inh: qHTS Assay for Inhibitors of the Human Apurinic/apyrimidinic Endonuclease 1 (APE1); DNA repair nuclease/redox regulator APEX1 (Homo sapiens), P27695; recombinant APE1, TAMRA/BHQ-2 abasic DNA cleavage fluorescence; Potency, µM (highest dose often 65.8 µM), without a hit: top-dose activity change, negative = inhibition, most hits filed as inhibitors; 350,000 tested, 0.35% active;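 also: potency is read from the fitted curve at half-maximal effect; plate controls were vehicle for no effect and reference inhibitor for full effect; nearly all actives have a fitted effect of over 55% in size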
# Target sequence (P27695 whole entry, looked up): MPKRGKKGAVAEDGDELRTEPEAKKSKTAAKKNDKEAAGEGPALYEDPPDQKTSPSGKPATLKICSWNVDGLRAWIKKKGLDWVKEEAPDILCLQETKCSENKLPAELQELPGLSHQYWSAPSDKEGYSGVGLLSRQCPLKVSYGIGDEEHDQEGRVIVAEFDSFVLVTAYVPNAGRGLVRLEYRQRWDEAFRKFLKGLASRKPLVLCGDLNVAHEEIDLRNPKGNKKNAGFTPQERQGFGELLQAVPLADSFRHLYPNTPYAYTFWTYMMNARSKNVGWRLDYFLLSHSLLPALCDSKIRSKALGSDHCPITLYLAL
#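 Enzyme (0.75 nM final) and test compound are incubated 15 min at room temperature before adding 50 nM quenched THF abasic-site duplex. Cleavage dequenches TAMRA, followed at 525/598 nm over three reads one minute apart.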
# LDHA block: qHTS assay for inhibitors of human lactate dehydrogenase | activity change, % (values are at about 110 or 230 µM) | L-lactate dehydrogenase A chain (Homo sapiens), P00338 | 480,000 tested, 0.15% active | purified LDHA, NADH/diaphorase-resazurin fluorescence; active compounds read low; in the data active = activity change below about -30%; inconclusive = mostly about -25% to -30%;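 also: plate controls were DMSO wells for no effect and wells without enzyme for full effect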
#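 Human LDH5 (2 nM) was incubated with 0.06 mM NADH and 0.2 mM pyruvate for 5 min at room temperature in Tris pH 7.4. Remaining NADH was coupled through diaphorase/resazurin, and resorufin fluorescence was read at 0 and 20 min.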
# POLK inh: qHTS for Inhibitors of Polymerase Kappa. 400,000 tested, 0.53% active. Potency, µM (top dose mostly 107 µM), without a hit: at the top dose activity, negative = inhibition, usual class: inhibitors. DNA polymerase kappa (Homo sapiens), Q9UBT6. purified Pol kappa, fluorescent DNA synthesis assay, 10 min; also: potency is read from the fitted curve at half-maximal effect; % is scaled to controls: 0 for no effect and ±100 for the full control effect
#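 10 nM Pol kappa preincubated 15 min at room temperature with compounds, then reaction started with substrate at 50 nM final. Fluorescence read kinetically at 0 and 10 min; buffer-only wells served as negative control.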
# * = called active by the depositor; u = inconclusive; x = no result given; & = joins results of further samples; [ ] = dose if it differs, or a comment. Unless noted, calls follow the shape of the dose curve; as a rule, active = well fitted curve in the direction sought with a large enough effect; inconclusive = small, poorly fitted or top-dose-only effect, or another doubt; inactive = no such curve, though single readings can be large; an effect the other way counts as inactive or inconclusive. The list is partial; the hit share may differ from the screen's.
SMILES,Pol beta inh,Pol eta inh,BLM helicase inh,POLI inh,Apoferritin bind,GRP78 ERSR act,APEX1 inh,LDHA block,POLK inh
Nc1cc(C(=O)OCC(=O)c2ccc(CC(=O)N3CCOCC3)s2)ccc1Cl,x,28µM*,x,13µM*,x,-1%,-30%,-1,u
CCN1C(=O)C(O)(CC(=O)c2cc(C)ccc2C)c2ccccc21 (stereo unspecified),-26%,2%,-3%,4%,-9%,-1%,2%,-1,-18%
O=C(c1ccncc1)N(Cc1ccco1)Cc1cc2ccccc2[nH]c1=O,2%,-13%,1%,12%,-8%,0%,3%,-10,-8%
COc1ccc(-n2c(C)cc(C(=O)CN3C(=O)c4ccccc4C3=O)c2C)cc1,-24%,-22%,-12%,76%[activator],-8%,1%,4%,5,3%
Cn1ccnc1Sc1ccccc1[N+](=O)[O-],-9%,-9%,-1%,29%,-8%,-4%,u,-1,3%
COc1ccc(C(=O)NCC(=O)N2CCN(c3ccc(F)cc3)CC2)cc1,7%,-6%,2%,23%,-3%,-6%,18%,-6,2%
CCOC(=O)Cn1nc(NC(=O)c2cc(OC)cc(OC)c2)cc1C,-17%,-3%,-10%,-6%,-9%,3%,21%,-13,-13%
Clc1cccc(-c2ccc(C3Nc4cccc5cccc(c45)N3)o2)c1,x,-13%,x,u,x,-4%,27%,2&3,-1%
NC(=O)C1(c2ccccc2)CCCN1C(=O)c1ccccc1Br (stereo unspecified),0%,0%,-3%,10%,-4%,-1%,-2%,-12,-5%
Cc1[nH][nH]c(=O)c1C(c1ccc(-c2ccc(Cl)cc2)o1)c1c(C)[nH][nH]c1=O,u,-11%,-16%,u,-22%,-5%,-10%,22,-3%
CCN(Cc1ccccc1)S(=O)(=O)c1ccc(S(=O)(=O)N(Cc2ccccn2)Cc2ccco2)cc1,0%,-9%,0%,24%,-14%,-3%,-1%,-6,0%
CC(=O)c1sc(N/N=C/c2cccc([N+](=O)[O-])c2)nc1C,2%,u,-7%,12%,-14%,4%,22%,-8,-3%
CCn1nc(C)c2c(-c3ccccc3)cc(=O)n(C(C)C(=O)NCc3cccc(OC)c3)c21 (stereo unspecified),1%,-5%,-6%,0%,-17%,-4%,x,-2,0%
COc1ccc(NS(=O)(=O)c2cc(-c3nnnn3C)ccc2OC)cc1,22%,-18%,0%,14%,-9%,-3%,-2%,-6,-8%
CN(C)c1ccc(CN(CC2CCCO2)C(=O)c2ccc(Br)cc2)cc1 (stereo unspecified),0%,-11%,1%,22%,-2%,1%,x,3,9%
Cc1ccc(NC(=O)c2ccc3c(SCC(=O)O)c4c(nc3c2)CCCC4)c(Br)c1,u,u,-2%,u,-5%,-4%,19%,-1,5%
Oc1ccc(Nc2ncnc3ccccc23)cc1,-7%,-4%,-7%,21%,-8%,3%,21%,0,-18%
CCc1cc(=O)oc2c3c(cc(OCC(=O)NCCCOC)c12)OC(C)(C)CC3,25%,-2%,-3%,23%,0%,0%,23%,-2,-8%
Cc1ccc(NC(=O)Cn2cccc2)cc1C,-4%,0%,-2%,2%,u,1%,-3%,0,-1%
COc1ccccc1NC(=O)Cn1cnc2ccc(S(=O)(=O)N3CCC(C)CC3)cc2c1=O,-11%,-22%,-8%,2%,-14%,-1%,x,2,2%
CC(=O)N1c2ccc(S(=O)(=O)NCCc3ccc(Cl)cc3)cc2CC1C (stereo unspecified),-2%,-13%,-2%,19%,-19%,-4%,25%,-6,-4%
CN1/C(=C\C(=S)NC(=O)c2ccc([N+](=O)[O-])cc2)C(C)(C)c2ccccc21,2%,-4%,3%,5%,-10%,2%,4%,-9,-14%
C/C=C\C(=O)Nc1cccc(C2=NOC3(C2)C[C@@H](C(N)=O)N(C(=O)c2ccc(OC)cc2)C3)c1 (stereo partly specified),27%,-2%,-2%,2%,-3%,-2%,2%,-4,-10%
COc1ccc(N(CC(=O)Nc2nccs2)S(=O)(=O)c2c(C)[nH]c(=O)[nH]c2=O)cc1,8%,-19%,-6%,18%,2%,0%,-6%,1,-2%
COc1ccc(/C=C2\SC(=S)N(NS(=O)(=O)c3ccc(C)cc3)C2=O)c(OC)c1,u,u,-22%,32%[activator],-9%,-1%,26%,-14,-9%
Cc1cccc(NC(=S)NC2CC3CCCC(C2)N3Cc2ccco2)c1 (stereo unspecified),2%,11%,-1%,-3%,-11%,0%,-1%,-4,-6%
CCNC(=S)N1CCN(c2ccccc2OCC)CC1,-2%,-8%,1%,2%,4%,-3%,5%,-4,-7%
CC(C)(C)OC(=O)C[C@@H]1C/C=C\C[C@@H](CC(=O)N[C@@H](CO)Cc2ccccc2)C(=O)NC[C@@H](c2ccccc2)OC1=O,x,-8%,x,12%,x,-3%,12%,-3,-3%
Cc1ccc(-c2nnn(CC(=O)N(c3ccccc3)C(C(=O)NCC3CCCO3)c3cccs3)n2)o1 (stereo unspecified),23%,-2%,-15%,38%[activator],-5%,-10%,4%,-7,-4%
CN1CCSc2ccc(C(=O)Nc3ccc(Cl)cc3)cc21,13%,-10%,-1%,23%,-8%,9%,-4%,1,-2%

# Entries listed so far that bear a hit mark in Pol eta inh.
Compound	Pol beta inh	Pol eta inh	BLM helicase inh	POLI inh	GRP78 ERSR act	APEX1 inh	LDHA block	POLK inh
Nc1cc(C(=O)OCC(=O)c2ccc(CC(=O)N3CCOCC3)s2)ccc1Cl	x	28µM*	x	13µM*	-1%	-30%	-1	u

# Continued:
SMILES,Pol beta inh,Pol eta inh,BLM helicase inh,POLI inh,Apoferritin bind,GRP78 ERSR act,APEX1 inh,LDHA block,POLK inh
COc1cc(/C=C2/SC(=S)N(CC(=O)O)C2=O)ccc1OC(=O)c1cccs1,-13%,u,0%,u,-22%,1%,2%,-25,-17%
Cc1ccc(NC(=O)Cn2c(CCC(=O)O)ccc2-c2ccc(Cl)cc2)cc1,u,-3%&-17%,0%&1%,3%&27%,-4%&4%,-6%&0%,3%,-6&-2,-8%&-4%
COc1ccc(C2CC(=O)N(C)c3ccccc3S2)cc1 (stereo unspecified),2%,-24%,-11%,74%[activator],-7%,-3%,-1%,-10,-4%
COc1ccc(/C=C/C(=O)NC(=S)Nc2ccccc2)cc1OC,15%,14%,-8%,-25%,-7%,0%,-16%,-3,-9%
COC(=O)c1coc(-c2ccc(C)cc2)c1C(=O)OC,-2%,-8%,-3%,12%,-12%,8%,1%,-1,-10%
Cc1c(CCC(C)C)c(-n2ccnc2C)n2c(nc3ccccc32)c1C#N,9%,-12%,-2%,-3%,-1%,-6%,2%,-1,1%
C#CCO[C@@H]1C[C@H](n2cnc3c(NC(=O)c4ccccc4)ncnc32)O[C@@H]1CO,16%,-7%,2%,8%,2%,2%,-2%,-2,0%
Fc1ccc(CN2CCSCC2)cc1F,-16%,-14%,-1%,128%[activator],-11%,-5%,19%,-15,-2%
CSc1ccccc1NC(=O)c1ccccn1,0%,-17%,1%,81%[activator],-11%,u,-1%,1,-3%
S=c1[nH]nc(-c2cc(-c3ccsc3)n[nH]2)n1-c1ccccc1,39%[activator],-15%,0%,10%,-4%,0%,-1%,-9,-24%
COc1ccc([N+](=O)[O-])cc1N(CC(=O)NC(C(C)C)C(C)C)S(C)(=O)=O,-1%,-16%,0%,104%[activator],-8%,-1%,2%,-5,-6%
Cc1nc(NC(=O)COC(=O)c2ccc(CO)cc2)c(Cl)cc1Cl,x,-6%,x,34%[activator],x,0%,1%,-4,1%
CC(C)(C)C1CCC(=O)C(C2(O)C(=O)Nc3ccccc32)C1 (stereo unspecified),17%,-8%,-2%,29%,0%,-4%,10%,-1,0%
Cc1cc(NC(=O)CCC(=O)N(CC(=O)NCC2CCCO2)c2ccc(Cl)c(Cl)c2)no1 (stereo unspecified),3%,-14%,-3%,165%[activator],0%,1%,73%[activator],-2,4%
Cc1ccc(Cn2c(N3CCN(C)CC3)nc3c2c(=O)[nH]c(=O)n3C)cc1,31%,-17%,0%,157%[activator],-6%,-2%,-5%,0,-11%
CN(Cc1ccco1)c1ncnc2ccc(-c3cccc(C#N)c3)cc12,x,x,-4%,x,-5%,-1%,12%,x,u
CCOC(=O)C1=C(C)NC(=O)NC1c1ccc(OC(=O)c2ccco2)c(OC)c1 (stereo unspecified),18%,-10%,-3%,29%,-10%,-2%,-3%,0,-2%
CC(=O)c1cccc(NC(=O)c2ccc(NS(=O)(=O)c3c(C)noc3C)cc2)c1,14%,-15%,0%,9%,-9%,-6%,-1%,0,0%
CCc1cccc(NC(=O)C2CCN(S(=O)(=O)c3cccc(-c4noc(C)n4)c3)CC2)c1,7%,-12%,-7%,-19%,3%,0%,x,3,-4%[60.1 µM]
Cc1ccccc1C(=O)NCC(=O)NCC1(N2CCOCC2)CCCCC1,x,-24%,x,24%,x,-4%,-2%,-4,-4%
Cc1cc(NC(=O)c2ccno2)no1,12%,6%,-3%,-21%,-2%,-2%,8%,-9,-17%
CCOC(=O)OCC1OC(c2ccccc2)C=CC1Oc1ccc(F)cc1C (stereo unspecified),x,x,4%[12.4 µM],x,-8%[15.3 µM],1%,u,x,x
CCN(CC)CCNC(=O)C(Oc1ccccc1)Oc1ccccc1,29%,-20%,-2%,12%,-1%,-4%,-12%,-6,8%
C/C(=N\NC(=O)c1ccc(-n2cnnn2)cc1)c1ccc(Cl)cc1,x,-5%,x,-12%,x,0%,1%,-10,-11%
CCOc1ncccc1C(=O)OC(C)C(=O)Nc1ccc(Cl)cn1 (stereo unspecified),x,-9%,x,21%,x,-6%,6%,4,-5%
O=[N+]([O-])c1ccccc1S(=O)(=O)N1CCSCC1,x,89µM*,x,17%,x,-1%,3%,-1,2%
